High-throughput results deposited in PubChem BioAssay by several laboratories.
mABHD4 FP – inhibitors of mouse ABHD4 | Q8VD66 | purified mABHD4, FP-Rh probe fluorescence polarization | inhibition, % at 8.92 µM | 0.54% of 370,000 active;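 active = inhibition exceeding the mean over every tested compound plus 3 SD, cut at about 30% in these data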;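 also: 0% = plate median of compound wells and 100% = S159A mutant with DMSO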
Target sequence (Q8VD66 whole entry, looked up): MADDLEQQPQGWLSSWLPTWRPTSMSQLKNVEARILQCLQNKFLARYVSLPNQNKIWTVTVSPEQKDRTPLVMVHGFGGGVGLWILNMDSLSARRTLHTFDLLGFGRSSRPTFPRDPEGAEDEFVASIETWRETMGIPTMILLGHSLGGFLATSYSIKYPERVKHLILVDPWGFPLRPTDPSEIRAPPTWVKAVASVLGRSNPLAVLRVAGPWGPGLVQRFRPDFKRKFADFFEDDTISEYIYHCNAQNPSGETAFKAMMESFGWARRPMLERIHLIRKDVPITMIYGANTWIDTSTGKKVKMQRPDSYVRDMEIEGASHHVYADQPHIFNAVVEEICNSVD
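Test system: mABHD4 protein | Buffer or medium: HEPES pH 7.0 buffer, 150 mM NaCl, 0.01% Pluronic F-127 | Probe or stimulus: FP-Rh fluorescent activity-based probe, added after compound pre-incubation | Timing: Pre-incubation 45 min, probe exposure 60 min, at 25 °C | Technique: Fluorescence polarization, excitation 525 nm, emission 598 nm, BODIPY TMR filters | Repeats: Single well per compound (singlicate)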
PG9 binder – small molecules binding HIV-1 gp120 antibody PG9; TR-FRET gp120-PG9 antibody binding; inhibition, % at 6.7 µM; 0.43% of 360,000 active; AID 624416; in the data active = inhibition above about 8.5%
TDP2 inh – blocks human TDP2 phosphodiesterase activity. 0.34% of 370,000 active. recombinant TDP2, T5PNP hydrolysis, p-nitrophenol absorbance 415 nm. inhibition, % at 12.8 µM. AID 720702. O95551;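 active = inhibition above the mean of all tested compounds plus 3 SD, set per campaign, cut at about 25% in these data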;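 also: 0% = DMSO with enzyme and 100% = buffer with substrate but no TDP2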
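test system = human TDP2 enzyme | input = TDP2 enzyme at 120 nM final | medium = 50 mM Tris-HCl pH 7.5 with Mg2+, KCl, DTT, BSA | also added = T5PNP substrate, 5 mM | times = 2 h at 37 °C | technique = epi absorbance | benchmarks = high control without enzyme, low control DMSO plus TDP2 | replication = each compound tested once, singlicate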
HTRA1 inh – blocks human HTRA1 serine peptidase; Q92743; inhibition, % at 5.96 µM; recombinant HTRA1, FP-rhodamine activity-based probe, fluorescence polarization; AID 504803; 0.5% of 340,000 active; in the data active = inhibition above about 36%;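 also: 0% = enzyme with DMSO and 100% = wells lacking enzyme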
SIAE primary – blocks human sialic acid acetylesterase; SIAE FP-Rh probe binding, fluorescence polarization; inhibition, % at 9.66 µM; Q9HAT2; AID 1053197; 0.69% of 370,000 active;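 active = inhibition above a cutoff: mean of compounds within the control limits plus 3 SD of those, cut at about 17% in these data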;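 also: 0% = plate median of compound wells and 100% = probe without SIAE protein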
LEDGF integ inh – blocks HIV-1 LEDGF/p75-dependent DNA integration; TR-FRET IN-LEDGF/p75 DNA integration, Eu/Cy5; inhibition, % at 3.7 µM; 0.64% of 370,000 active; AID 743269;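 active = inhibition above the screen-wide mean plus 3 SD, cut at about 13% in these data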;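 also: signal is the Cy5 over europium emission ratio at 671 and 618 nm; 0% = plate median of compound wells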
rCAG RNA binder – r(CAG) repeat RNA binding; TO-PRO-1 dye displacement fluorescence; inhibition, % at 3 µM; 1.3% of 370,000 active; AID 651821;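 active = inhibition above the plate cutoff, the mean of all test compounds on that plate plus 3 SD, cut at about 35% in these data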;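 also: 0% = DMSO alone and 100% = 100 µM mitoxantrone as full dye displacement; higher means more dye released from RNA so lower well fluorescence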
TCR-CD3 inh – inhibitors of human TCR-CD3 interaction | TAMRA-labeled TCR probe fluorescence, biochemical | inhibition, % at 9.4 µM | 0.37% of 360,000 active; in the data active = inhibition above about 19%;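 also: recombinant mutant TCR 2C K166C tagged with TAMRA read by polarization; 0% = receptor in buffer alone and 100% = receptor with positive control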
NR1D1 modulator – modulators of human Rev-erb alpha DNA binding. Rev-erbα–FITC-DNA binding, fluorescence polarization, 90 min. activity, % at 10 µM. 0.79% of 370,000 active. AID 1259318;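 active = activity above about 14%, limit read from the data; passing the limit was not always enough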;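 also: 0% = DMSO wells with 35 nM protein and 100% = DMSO wells with 750 nM protein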
Target sequence (P20393 whole entry, looked up): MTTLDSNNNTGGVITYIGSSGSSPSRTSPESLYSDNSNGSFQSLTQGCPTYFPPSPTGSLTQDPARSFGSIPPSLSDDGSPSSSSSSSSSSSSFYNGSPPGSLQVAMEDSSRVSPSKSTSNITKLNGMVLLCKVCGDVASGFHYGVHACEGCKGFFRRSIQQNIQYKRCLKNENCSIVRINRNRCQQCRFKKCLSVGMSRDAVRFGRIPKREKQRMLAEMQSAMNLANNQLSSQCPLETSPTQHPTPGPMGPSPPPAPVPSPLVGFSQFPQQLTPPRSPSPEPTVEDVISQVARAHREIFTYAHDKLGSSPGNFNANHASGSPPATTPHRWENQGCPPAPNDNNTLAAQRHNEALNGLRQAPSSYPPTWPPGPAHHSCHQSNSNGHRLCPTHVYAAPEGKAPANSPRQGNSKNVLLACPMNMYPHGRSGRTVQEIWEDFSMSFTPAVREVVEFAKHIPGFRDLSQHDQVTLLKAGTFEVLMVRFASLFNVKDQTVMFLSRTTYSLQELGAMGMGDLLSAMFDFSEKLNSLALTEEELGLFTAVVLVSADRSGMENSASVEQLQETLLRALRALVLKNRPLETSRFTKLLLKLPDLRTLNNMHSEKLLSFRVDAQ
PRMT1 FP inh – inhibitors of human PRMT1; Q99873; recombinant PRMT1, activity-based probe fluorescence polarization; inhibition, % at 2.79 µM; 1.3% of 370,000 active; AID 652257;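 active = inhibition above about 21% made by adding two undisclosed values, limit read from the data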
* = called active by the depositor; . = not tested or not shown. This is a subset. The share of hits here may be higher or lower than overall.

Compound	mABHD4 FP	PG9 binder	TDP2 inh	HTRA1 inh	SIAE primary	LEDGF integ inh	rCAG RNA binder	TCR-CD3 inh	NR1D1 modulator	PRMT1 FP inh
C=CCSc1n[nH]c(-c2ccccc2)n1	3	0.1	5	12	10	1	-2	-9	5	-1
COc1ccc(CN2CCN(C(=O)c3cccc4ccccc34)CC2)cc1Br	-3	0.8	12	-6	2	4	-4	-4	1	-1
O=C(C1CN(C(=O)c2cc3cc(Cl)ccc3o2)c2ccccc2O1)N1CCCCC1 (configuration not stated)	-3	1.1	9	-13	0	3	5	-5	-1	1
COc1cccc(-n2c(SC)nnc2-c2cnccn2)c1	-4	-2.2	-8	5	3	0	1	-2	-1	1
CCOCCCNC(=O)CN1C(=O)/C(=C/c2ccccc2)Sc2ccccc21	1	-2.8	-5	-9	-1	5	0	4	-3	-4
CCOC(=O)c1cccc(NC(=O)C2CCC(CNc3c(N4CCOCC4)c(=O)c3=O)CC2)c1 (configuration not stated)	-9	-1.6	-11	2	0	0	0	-3	-4	7
COc1ccc(C(C#N)=C2C=CC(=NO)C(C)=C2Cl)cc1	0	1.6	0	-4	3	0	17	6	0	13
CC(C)NC(=O)c1ccccc1-c1nc(-c2ccccc2Cl)no1	4	0.8	-6	0	6	1	-7	7	2	-4
CC1CCN(Cc2nc(-c3ccccc3)no2)CC1	7	0.4	6	4	0	-1	-2	3	0	0
CCCC[n+]1ccn(C2=C([O-])c3ccccc3C(=O)/C2=N\S(=O)(=O)c2ccc(Cl)cc2)c1	2	0.6	11	5	8	0	1	3	8	-1
O=C(CSc1ncn[nH]1)c1ccc(OC(F)F)cc1	0	-2.0	-2	5	2	-3	0	5	3	-3
O=C1CSC(c2ccc([N+](=O)[O-])cc2)N1CCN1CCCCC1 (configuration not stated)	1	0.8	9	9	1	0	-1	5	-1	-3
Cc1cc(Br)c2[nH]c3c(c2c1)CCCC3=O	-6	-2.3	4	-14	-2	5	0	1	0	-4
Cc1cc(C)c(S(=O)(=O)N2CCOCC2)cc1NS(=O)(=O)c1cc(OCC(N)=O)c(C)cc1Cl	-3	-1.6	0	-6	3	-2	25	6	1	-1
Cc1cccc(OCc2nnc(SCC(=O)N3c4ccccc4CC3C)n2C)c1C (configuration not stated)	-19	-1.9	-1	-14	2	-8	-6	-3	6	2
CCOC(=O)C1C2C=CC3(CN(CCc4ccccc4)C(=O)C13)O2 (configuration not stated)	-14	1.6	-21	-2	-3	-2	4	0	4	4
O=C(Nc1nncs1)c1ccc(N2C(=O)C3C4C=CC(C4)C3C2=O)cc1 (configuration not stated)	-2	0.6	7	0	12	0	0	-6	0	-1
COc1cccc(C(=O)N/N=C(\CC(C)C)c2ccccc2)c1	2	-1.7	-11	4	8	7	3	-2	2	-2
CCCCn1c(N)c(N(CC)C(=O)c2cc(S(=O)(=O)N3CCN(CC)CC3)ccc2Cl)c(=O)[nH]c1=O	-4	-1.0	0	1	6	-4	-8	-2	2	1
CC1CN(C(=O)CSc2nnc(-c3ccc(Cl)cc3)n2C)CC(C)O1 (configuration not stated)	-4	1.5	-8	-3	3	5	-3	3	5	-1
O=C(Nc1cccc(O)c1)c1ccc([N+](=O)[O-])cc1Cl	-4	4.3	4	-1	-2	1	0	-1	3	2
COC(=O)CNC(=O)CN1C(=O)N(c2ccc(Cl)cc2)C(N(O)C(=O)Nc2ccc(Cl)cc2)C1(C)C (configuration not stated)	1	-0.9	-4	0	3	-6	3	-1	0	3
CCc1ccccc1NC(=O)N[C@H](C(=O)O)C(C)C	3	-2.2	-8	-1	-5	-3	0	0	-2	-3
COC(=O)CC1C(=O)NCCN1C(=O)c1ccc([N+](=O)[O-])cc1 (configuration not stated)	-2	-2.2	-1	0	4	2	-1	-1	-1	-1
NC(=O)c1ccc(NC(=O)COC(=O)c2c3c(nc4ccccc24)/C(=C\c2ccc4c(c2)OCO4)CCC3)cc1	11	1.8	18	14	13	4	-214	5	-7	141*
Cc1cc(C(=O)NCCCN2CCCC2=O)cs1	-11	1.7	-6	0	-10	4	1	0	-1	0
Cn1c(COc2ccccc2)nc2ccccc21	-5	-1.2	-14	3	6	4	-4	-5	4	1
COCC(=O)N1CCC(c2nc3ccccc3[nH]2)CC1	2	-2.4	-6	16	3	0	1	0	-6	-3
O=C(Cn1cc2c(n1)CCCC2)NCCCN1CCN(C2CCCCC2)CC1	2	0.6	8	3	2	2	-4	3	3	0
Cc1cc(C(=O)CN2C(=O)CN(C)C2=O)c(C)n1-c1cccc(S(=O)(=O)N2CCOCC2)c1	3	-0.3	3	-10	12	-2	-4	-2	-4	6
CCOc1ccc(Nc2cc(C)nc3c(C)cccc23)cc1	-2	1.3	1	-8	5	6	6	7	-1	-4
COc1ccc2[nH]c3c(c2c1)CCN1C(=O)C(CC(=O)NCc2ccc(OC)c(OC)c2)C[C@H](C(=O)N(C(C)C)C(C)C)[C@@]31C (some centres not stated)	0	-1.8	-10	6	-2	0	4	-4	3	5
C=C(C)CN1CCN(c2c(CCC#N)c(C)c(C#N)c3nc4ccccc4n23)CC1	1	-0.1	-1	-6	3	4	-1	-2	5	0
CC(=O)Nc1ccc(NC(=O)CSc2nnc(-c3ccc4c(c3)OCO4)o2)cc1	2	-0.3	-6	13	2	-1	0	0	2	-1
COc1ccc(S[C@]2(C(=O)N(C)C)CC(=O)N(C(=O)c3ccccc3)[C@@H]2c2ccc(OC)cc2)cc1	-7	.	-9	.	1	-4	6	.	0	84*
O=C(Nc1ccccc1)c1cnc2n(c1=O)CCS2	2	-1.4	3	-3	3	-2	1	1	-1	5
COc1ccc(CN(C)C(=O)/C=C/[C@H]2O[C@@H](n3cc(C)c(=O)[nH]c3=O)C[C@@H]2O)cc1OC	0	0.8	2	.	6	2	-1	3	6	4
COc1cc(C(=O)Nc2cccc(-c3nnc(-c4ccco4)o3)c2)ccc1OC(C)=O	-17	-2.2	-19	8	-7	3	0	0	-5	-5
COc1ccc(CNC(=O)C2CCN(C(=O)c3ccc(F)cc3)CC2)cc1OC	5	2.2	12	11	11	0	1	2	6	-2
O=S1(=O)c2ccc(Br)cc2OC[C@H](Cc2ccccc2)N1Cc1cn(Cc2ccccc2)nn1	-10	.	-3	.	4	-5	9	.	7	4
CCOc1ccc2c(c1)[N+](C)(C)C(C)(C)C=C2C	-2	-1.9	12	.	9	0	-5	1	0	1
COc1ccccc1NC(=O)C(C)OC(=O)CC1CCCC1 (configuration not stated)	-4	-3.5	3	6	-8	1	-8	8	-1	-7
Cc1cc(C(=O)N2CCOCC2)n(-c2ccccc2)n1	6	0.3	-2	-4	-3	-2	2	-1	-5	0
Cc1ccc(CNc2ccc(N3C(=O)CCCC3=O)cc2[N+](=O)[O-])cc1	-1	-2.5	-5	3	-6	1	3	-2	-1	2
COC(=O)C1=C(Nc2ccccc2NS(=O)(=O)c2ccc(C(F)(F)F)cc2Cl)CSC1	-2	-0.1	7	2	1	3	12	0	7	1
Nc1cccc(S(=O)(=O)NC2=NCCC2)c1	2	0.2	4	5	3	2	1	-4	2	-1
COc1ccccc1N1CCSC1C(N)=O (configuration not stated)	-8	-0.8	7	7	3	0	7	-12	-2	4
COc1ccc(-n2c(SCC(=O)Nc3ccccc3)nnc2-c2ccc(NS(=O)(=O)c3ccc(C)cc3)cc2)cc1	0	-0.5	6	1	-94	0	1	4	-6	-1
Cc1ccsc1/C=N/NC(=O)C1CC(=O)N(c2ccc(F)cc2)C1 (configuration not stated)	-5	-0.5	-10	0	-5	-6	-3	-2	1	3
COc1cc(C2c3cc(O)c(OC)cc3CC(C(=O)O)C2CO)ccc1O (configuration not stated)	-2	-2.5	-5	-3	-1	0	6	4	0	5
COc1cc(OC)cc(C(=O)N/N=C\c2ccoc2)c1	2	-1.1	-5	0	5	-4	0	3	0	3
O=C(Nc1ccccc1)N1CCNCC1	1	-1.9	-7	4	9	-3	0	9	1	-2
O=C(Cc1ccccc1)N/N=C/c1ccccc1Cl	-5	-2.0	-6	-6	-2	-3	-1	4	-3	2
CC1(C(=O)NS(=O)(=O)c2ccc(F)cc2F)CCN1C(=O)c1cccc(F)c1 (configuration not stated)	-11	-2.4	-11	.	-6	1	2	-8	5	-2
Nc1cc(SCc2ccc([N+](=O)[O-])cc2)ncn1	-1	0.2	3	2	4	-3	1	-2	1	0
O=S(=O)(c1cccc(C(F)(F)F)c1)N1CCN(c2nnnn2-c2ccccc2)CC1	-4	1.2	9	-1	-1	4	-1	-6	-3	0
O=C(Cc1c[nH]c2ccccc12)OCCOC(=O)Cc1c[nH]c2ccccc12	-6	1.3	-2	12	1	4	3	2	-1	-3
CCOc1ccc(OCC)c(NC(=O)CN2CCN(CC)CC2)c1	5	-1.1	-5	-2	-2	-2	-9	7	0	-1
COCc1cc(=O)n2[nH]c(-c3ccccc3)cc2n1	-9	-1.1	6	3	4	-1	-1	4	-5	0
CCOc1ccc(C(=O)COC(=O)Cc2n[nH]c(=O)c3ccccc23)cc1	3	-0.3	-2	-15	7	-2	1	-8	-6	3

Additional results
Compound	mABHD4 FP	PG9 binder	TDP2 inh	HTRA1 inh	SIAE primary	LEDGF integ inh	rCAG RNA binder	TCR-CD3 inh	NR1D1 modulator	PRMT1 FP inh
CCCCc1c(-c2ccccc2OC)ncn1Cc1ccccc1C	4	0.6	2	.	4	3	-2	-3	6	5
COc1cc2c(cc1NC(=O)CSc1nnc(-c3cccc(Cl)c3)n1-c1ccccc1)oc1ccccc12	0	.	-1	.	0	-3	8	.	0	0
COc1ccccc1NC(=O)CCNS(=O)(=O)c1ccc2[nH]c(=O)oc2c1	-2	-1.5	11	4	2	0	5	7	-10	1
CC(C)=C1SC(N2CCOCC2)=NC1=O	0	-0.5	1	-2	-5	4	-3	1	2	-1
Clc1ccc(-c2nnc3n2CCCCC3)cc1	6	-0.1	-3	-6	-4	-2	-1	8	1	-1
COc1ccc(C2(C(F)(F)F)NC(=O)N(C)C(=O)N2C)cc1 (configuration not stated)	-2	-1.1	14	-2	5	2	2	0	-3	-1

Of the compounds above, these have a COOH group:
Compound	mABHD4 FP	PG9 binder	TDP2 inh	HTRA1 inh	SIAE primary	LEDGF integ inh	rCAG RNA binder	TCR-CD3 inh	NR1D1 modulator	PRMT1 FP inh
CCc1ccccc1NC(=O)N[C@H](C(=O)O)C(C)C	3	-2.2	-8	-1	-5	-3	0	0	-2	-3
COc1cc(C2c3cc(O)c(OC)cc3CC(C(=O)O)C2CO)ccc1O (configuration not stated)	-2	-2.5	-5	-3	-1	0	6	4	0	5
